All columns: NCI-60 one-dose screen, growth in % after 48 h at 10 µM unless noted; 100 = growth as untreated, 0 = no growth, -100 = all killed.
SK-OV-3 – SK-OV-3 ovarian cancer cells; AID 1794785; 80,000 tested, 3.2% active
NCI/ADR-RES – NCI/ADR-RES ovarian cells; 81,000 tested, 4.4% active
IGROV1 – IGROV1 ovarian cancer; 79,000 tested, 4.7% active; AID 1794786
NCI-H226 – NCI-H226 lung cancer; 79,000 tested, 3.5% active
COLO 205 – COLO 205 colon cancer; 79,000 tested, 7.3% active; AID 1794742
NCI-H322M – NCI-H322M lung cancer. 80,000 tested, 2.7% active. AID 1794733
NCI-H23 – NCI-H23 lung cancer; 80,000 tested, 4% active
NCI-H522 – NCI-H522 lung cancer. AID 1794739. 78,000 tested, 8% active
NCI-H460 – NCI-H460 lung cancer; 82,000 tested, 6.8% active
Active calls of the source: *; / = no result given; & = joins results of further samples; ! = a repeat was not active. Rule for the calls: active = growth percent below 10; inactive = the rest. Not all compounds are listed; count on the stated rates, not on these rows.

smiles	SK-OV-3	NCI/ADR-RES	IGROV1	NCI-H226	COLO 205	NCI-H322M	NCI-H23	NCI-H522	NCI-H460
Nc1nc2c(ncn2[C@@H]2O[C@H](CSP(=O)(O)O)[C@@H](O)[C@H]2O)c(=O)[nH]1	/	100.9	99.1	/	/	108.5	100.7	98.6	101.7
C1CC[N-]CC1.C1CC[N-]CC1.C1CC[N-]CC1.C1CC[N-]CC1.[Cl][Rh][Cl]	71.8	105.0	36.3	63.0	39.9	67.3	70.9	/	22.5
CCN(CC)CCc1ccncc1	108.5	101.9	107.3	99.0	107.9	107.0	96.4	103.6	105.4
N#CC1=C(C#N)C(=O)C(Cl)=C(Cl)C1=O	110.6	114.1	107.6	94.1	114.6	109.4	112.0	91.9	102.9
CC(C)[C@]12CC(=O)[C@@H](C)[C@@H]1C2	110.4	102.6	115.4	/	112.1	/	118.9	100.0	107.5
CC(=O)NC1CCSC1=O (stereo not drawn)	103.7&102.9	117.5&106.8	122.3&110.9	106.9&110.8	123.4&108.9	110.2&106.4	110.6&100.5	100.8&100.3	112.1&113.0
O=P(Oc1ccccc1)(Oc1ccccc1)Oc1ccccc1Cl	106.9	109.2	106.6	97.8	115.7	99.6	103.0	91.0	106.5
CN1CCc2cc3c(cc2C1O)OCO3 (stereo not drawn)	105.1&97.9	106.9&95.9	107.8&117.4	105.4&36.0	111.0&92.9	98.7&126.6	109.1	-63.4*!	-48.6*!
Nc1ccc(-c2ccc(N)cc2)cc1	104.8	117.5	112.6	110.2	122.8	93.5	106.8	106.7	119.2
CCC1CN1CCCCN1CC1CC (stereo not drawn)	110.3	103.3	101.6	98.3	112.1	96.7	103.8	95.6	113.1
O=C(CC1(O)C(=O)N(Cc2ccccc2)c2ccccc21)c1ccc(C(=O)NCC2CCC3(CC2)OOC2(CCCCC2)OO3)cc1 (stereo not drawn)	54.3	-47.1*	-41.8*	-34.8*	-52.9*	65.2	-72.2*	-28.0*	-51.4*
NC(=O)Nc1ccc([As](Sc2ccccc2C(=O)O)Sc2ccccc2C(=O)O)cc1	90.5	100.9	101.4	95.3	101.5	106.0	97.7	88.1	103.3
CC[C@@]1(O)C[C@H](OC2CC(N(C)C)C(O)C(C)O2)c2c(O)c3c(c(O)c2[C@H]1OC1CC(N(C)C)C(O)C(C)O1)C(=O)c1cccc(O)c1C3=O (stereo partly drawn)	24.2	-12.7*	-71.0*	-16.2*	-20.5*	-31.5*	-37.2*	-65.0*	-4.4*
Nc1ccc2c(c1N)Oc1ccccc1O2	102.5	94.0	54.9	79.1	108.3	103.3	95.8	/	105.0
O=C1CC(=O)N(c2ccccc2)C(=O)N1	109.3	103.4	99.7	98.9	103.0	97.1	97.1	97.7	100.6
O=P(O)(O)c1ccccc1	118.5	109.2	103.2	107.2	113.7	112.1	109.0	91.3	112.2
S=C(SSC(=S)N1CCCCC1)N1CCCCC1	110.2	97.7	99.5	103.6	109.8	102.0	101.4	87.0	91.9
O=C1CC2(CC3(Cl)C(Cl)=C(Cl)C2(Cl)C3(Cl)Cl)C(=O)O1 (stereo not drawn)	112.2	100.6	104.9	109.8	126.2	99.3	96.8	101.6	112.2
C/C(Cc1ccc(Cl)cc1)=C(\c1ccc(OCCN2CCOCC2)cc1)c1ccc(OC(=O)Cc2ccccc2)cc1	109.3	98.7	86.4	100.6	99.8	83.0	92.9	69.7	95.8
O=[As]c1ccc(C(=O)O)cc1 (stereo not drawn)	106.5	118.7	107.8	94.5	110.1	117.9	116.2	/	109.0
c1ccc(CC(c2ccccc2)N2CCCCC2)cc1 (stereo not drawn)	117.3	112.2	111.7	113.0	108.3	104.7	108.1	87.3	123.0
O=C1NC2(CCNCC2)Nc2ccccc21	103.5	108.7	113.2	97.7	/	108.8	100.5	97.5	110.3
COP(=S)(N1CC1)N1CC1	109.8	103.0	106.3	98.6	106.2	100.3	101.4	103.4	106.8
Clc1ccccc1CC(c1ccccc1)N1CCCCC1 (stereo not drawn)	97.8	89.4	94.7	97.0	81.4	96.4	96.3	99.4	105.1
c1ncc2n[pH]nc2n1 (stereo not drawn)	102.7	98.1	105.6	97.3	118.9	94.6	99.2	98.6	108.0
COP(=O)(OC)C(O)C(Cl)(Cl)Cl (stereo not drawn)	109.8&102.8	105.9&97.0	112.2&89.4	94.8&96.2	115.6	113.7&117.5	106.1&86.5	109.5&34.2	102.5&105.1
CCN1C(=O)NC(=O)/C(=C/N(CCO)CCO)C1=O	107.7	111.7	102.5	95.8	103.6	95.6	115.6	/	101.3
CN1CCN(c2ncnc3[nH]ccc23)CC1	100.3	/	102.6	84.0	109.3	98.5	108.4	87.4	101.7
CC(=O)Nc1ccc(C=C2C(=O)NC(=S)NC2=O)cc1	112.2	106.8	110.9	99.8	110.8	103.4	103.0	105.0	113.2
O=C(CN1CCCC1=O)NCc1cc(Cl)cc(Cl)c1O	107.8	98.1	104.5	85.7	95.4	103.0	93.7	84.3	96.2

Next section
SMILES | SK-OV-3 | NCI/ADR-RES | IGROV1 | NCI-H226 | COLO 205 | NCI-H322M | NCI-H23 | NCI-H522 | NCI-H460
CC12Cc3cnoc3C=C1CCC1C2CCC2(C)C1CCC2(C)O (stereo not drawn) | 99.5 | 82.5 | 90.0 | 72.3 | 91.2 | 123.1 | 86.7 | 63.2 | 96.4
CN1CCC2(CC1)c1ccccc1-c1ccccc12 | 86.9 | 93.4 | 89.4 | 87.7 | 84.4 | 108.7 | 90.1 | 87.8 | 90.7
CNC(=O)Oc1ccc(C(=O)OC)cc1 | 97.3 | 110.9 | 104.3 | 108.2 | 114.0 | / | / | 93.1 | 109.0
c1ccc2c(CCN3CCCCC3)c[nH]c2c1 | 104.9&103.4 | 93.6&102.3 | 99.0&112.6 | 109.0&105.5 | 95.8&102.4 | 102.2&108.2 | 96.5&100.8 | 99.8 | 96.7&105.7
CCCCN1CCc2ccccc2C1 | 102.9 | 98.3 | 100.6 | 101.4 | 104.9 | 90.3 | 99.2 | 91.1 | 106.3
C/C(=C\c1ccccc1)[N+](=O)[O-] | 97.1 | 103.5 | 99.6 | 96.5 | 115.6 | 113.8 | 97.2 | 110.3 | 104.3
CN1CCC2(CC1)C(C#N)C(=O)NC(=O)C2C#N (stereo not drawn) | 110.4 | 113.2 | 122.6 | 96.1 | 109.4 | / | / | 109.8 | 105.7
CCC(Br)(CC)C(N)=O | 102.2 | 111.9 | 109.8 | 95.5 | 105.8 | 100.9 | 107.2 | 100.7 | 109.1
O=C1OCC(Cl)=C1Cl | 108.6 | 108.6 | 107.0 | 100.5 | 112.6 | 93.0 | 117.6 | / | 104.4
CCNC1(c2ccc3c(c2)OCO3)CCCCC1 | 98.9 | 104.0 | 98.4 | 105.6 | 95.9 | 96.1 | 95.9 | 96.8 | 106.1
Oc1c(Br)cc(Br)cc1Br.[Cu+2] | 94.3 | 105.0 | 104.5 | / | 107.8 | 88.3 | 104.2 | 88.7 | 102.7
CCC(C)(C)[C@H](NC(=O)[C@H]1CCCCN1C)C(=O)N(C)[C@H](C[C@@H](OC(C)=O)c1nc(C(=O)N[C@@H](Cc2ccccc2)C[C@H](C)C(=O)O)cs1)C(C)C | 38.1 | 16.8 | 17.5 | -44.7* | -51.2* | 41.5 | 29.8 | -32.1* | 5.3*
Cc1[nH]c2ccccc2c1CN(C)C | 99.9 | 104.3 | / | 99.2 | 114.6 | 110.9 | 95.6 | 93.5 | 102.4
O=[N+]([O-])c1ccc(O)c([N+](=O)[O-])c1 (tested in a mixture with another compound) | 118.9 | / | / | 105.7 | 106.1 | 115.0 | / | 99.1 | 102.6
Clc1ccc(NC2OOC3(OOC2Nc2ccc(Cl)cc2)C2CC4CC(C2)CC3C4)cc1 (stereo not drawn) | 88.5 | 92.3 | 96.3 | 87.1 | 103.5 | 91.7 | 87.8 | 68.4 | 96.9
NC1CCc2cc(O)c(O)cc2C1 (stereo not drawn) | 104.0 | 85.6 | 97.9 | 90.7 | 80.7 | 98.6 | 91.8 | 92.3 | 87.0
COc1cc(OC)c(S(=O)(=O)N(CCCl)CCCl)cc1C1=NN(C(N)=S)C(c2ccc(Cl)cc2)C1 (stereo not drawn) | 94.8 | 88.5 | 87.1 | 73.1 | 82.5 | 83.7 | / | 83.8 | 90.4
CCNP(=O)(OCC)OCC | 113.7 | 127.7 | 105.6 | 98.3 | 123.2 | 106.4 | 111.4 | 91.4 | 107.4
CC(Cc1ccccc1)N(C)CC1C(=O)C2CCC1C2 (stereo not drawn) | 107.0 | 105.3 | 107.7 | 101.2 | 111.9 | 89.4 | 103.0 | 104.2 | 116.6
CC/C(=C/c1ccc2c(c1)OCO2)[N+](=O)[O-] | 113.0 | 106.4 | 100.0 | 106.8 | 115.8 | 98.7 | 102.3 | 104.0 | 109.9

Gathered by group, those above containing a cyano group.
SMILES | SK-OV-3 | NCI/ADR-RES | IGROV1 | NCI-H226 | COLO 205 | NCI-H322M | NCI-H23 | NCI-H522 | NCI-H460
N#CC1=C(C#N)C(=O)C(Cl)=C(Cl)C1=O | 110.6 | 114.1 | 107.6 | 94.1 | 114.6 | 109.4 | 112.0 | 91.9 | 102.9
CN1CCC2(CC1)C(C#N)C(=O)NC(=O)C2C#N (stereo not drawn) | 110.4 | 113.2 | 122.6 | 96.1 | 109.4 | / | / | 109.8 | 105.7

Structures shown so far with a nitro group on carbon (3):
SMILES | SK-OV-3 | NCI/ADR-RES | IGROV1 | NCI-H226 | COLO 205 | NCI-H322M | NCI-H23 | NCI-H522 | NCI-H460
C/C(=C\c1ccccc1)[N+](=O)[O-] | 97.1 | 103.5 | 99.6 | 96.5 | 115.6 | 113.8 | 97.2 | 110.3 | 104.3
O=[N+]([O-])c1ccc(O)c([N+](=O)[O-])c1 (tested in a mixture with another compound) | 118.9 | / | / | 105.7 | 106.1 | 115.0 | / | 99.1 | 102.6
CC/C(=C/c1ccc2c(c1)OCO2)[N+](=O)[O-] | 113.0 | 106.4 | 100.0 | 106.8 | 115.8 | 98.7 | 102.3 | 104.0 | 109.9

Screens from PubChem BioAssay.
